Screening results from PubChem BioAssay.
14-3-3g Raf: modulators of 14-3-3 gamma protein binding, primary screen, biochemical, fluorescence polarization; 14-3-3 protein gamma (Homo sapiens), P61981; FP, 14-3-3gamma / TMR-pS259-Raf peptide binding; inhibition, % at 40 µM; hit rate 0.19% among 160,000; AID 422, 2006; in the data active = inhibition above about 30%;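 also: 0% = protein plus tracer without compound and 100% = blank with tracer alone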
Target sequence (P61981 whole entry, looked up): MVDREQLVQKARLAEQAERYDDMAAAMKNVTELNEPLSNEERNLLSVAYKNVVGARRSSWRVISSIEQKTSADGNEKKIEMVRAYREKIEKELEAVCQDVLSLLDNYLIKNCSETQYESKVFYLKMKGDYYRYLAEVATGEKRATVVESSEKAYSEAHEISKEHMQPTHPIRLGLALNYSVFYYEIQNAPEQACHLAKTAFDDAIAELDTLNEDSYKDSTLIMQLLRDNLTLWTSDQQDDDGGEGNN
* marks the source's active call; other numbers are inactive results; & = joins results of further samples. These rows are one share of the data (hit frequency here may not be typical).

How did COc1cccc(N2C(=O)CC(c3c[nH]c4ccccc34)C2=O)c1 (configuration not stated) do in these assays?
14-3-3g Raf: -18

How did CC1=C(C(=O)OC2CCCCC2)C(c2ccccc2C(F)(F)F)C2=C(CCCC2=O)N1 (configuration not stated) do in these assays?
14-3-3g Raf: 1

How did CC1(C)N=C(N)N=C(N)N1c1ccc(F)cc1F do in these assays?
14-3-3g Raf: 6

Results for COc1cc(C(=O)Nc2ccc(Cl)c(NC(=O)c3ccccc3)c2)cc(OC)c1OC ?
14-3-3g Raf: -5

What do the screens show for `Cc1ccc(S(=O)(=O)NCC2CCC(C(=O)N(C)C3CCCCC3)CC2)cc1` (configuration not stated)?
14-3-3g Raf: 3

What do the screens show for `CCN(CC)S(=O)(=O)c1ccc(/C(O)=C(\C#N)c2nc3ccccc3n2C)cc1`?
14-3-3g Raf: 3

What do the screens show for `Cc1cc(C(C)(C)C)cc(S(=O)(=O)NCCO)c1C`?
14-3-3g Raf: 4

Results for O=C(Nc1nc(-c2ccc(Cl)cc2)cs1)c1cccc(Oc2ccccc2)c1 ?
14-3-3g Raf: -5

How did COc1ccc(OC)c(S(=O)(=O)NCCN2CCOCC2)c1 do in these assays?
14-3-3g Raf: 3

What do the screens show for `COc1ccc(C2C(C(C)=O)=C(O)C(=O)N2c2cccnc2)cc1OC` (configuration not stated)?
14-3-3g Raf: -5

Two compounds drawn at random from those above:
What do the screens show for `Cc1ccc(S(=O)(=O)NCC2CCC(C(=O)N(C)C3CCCCC3)CC2)cc1` (configuration not stated)?
14-3-3g Raf: 3

Results for COc1cc(C(=O)Nc2ccc(Cl)c(NC(=O)c3ccccc3)c2)cc(OC)c1OC ?
14-3-3g Raf: -5

Continuation:
What do the screens show for `CC1=C(C(=O)N2CCCCC2)C(c2ccc(F)cc2)C2=C(CCCC2=O)N1` (configuration not stated)?
14-3-3g Raf: -3

What do the screens show for `Fc1ccc(C(=S)N2CCCCC2)cc1`?
14-3-3g Raf: 5

How did CC1CN(S(=O)(=O)c2cccc(-c3cn4ccccc4n3)c2)CC(C)O1 (configuration not stated) do in these assays?
14-3-3g Raf: -6

How did COc1cc2[nH]c(=S)nc(NCCc3ccccc3)c2cc1OC do in these assays?
14-3-3g Raf: -12

How did CCCCCCc1cc2c3c(c(=O)oc2cc1OCC(=O)OC)CCC3 do in these assays?
14-3-3g Raf: -8

What do the screens show for `Cc1ccc(CNC(=O)CSCc2cccc(F)c2)cc1`?
14-3-3g Raf: 1

What do the screens show for `COc1ccc(C2CC(=O)C(C=NCCCN3CCOCC3)=C(O)C2)cc1` (configuration not stated)?
14-3-3g Raf: -18

Results for CCOC(=O)c1ccc(N2C(=O)C3ON(c4ccccc4)C(c4ccc(OC)cc4OC)C3C2=O)cc1 (configuration not stated) ?
14-3-3g Raf: -6

What do the screens show for `Cc1ccc(O)c(C2=NNC(O)(C(F)(F)F)C2)c1` (configuration not stated)?
14-3-3g Raf: 1

Results for CC1(C(=O)O)CCC(C(=O)Nc2ccccc2O)C1(C)C (configuration not stated) ?
14-3-3g Raf: -16

What do the screens show for `O=c1cc(CSc2nc(NCCc3ccccc3)c3ccccc3n2)nc2ccccn12`?
14-3-3g Raf: 0

What do the screens show for `Cc1ccc(C(=O)Nc2ccc3c(c2)OCO3)cc1S(=O)(=O)N1CCCCC1`?
14-3-3g Raf: -2

What do the screens show for `CC/C(=C1/C(=O)CC(C)(C)C(C(=O)OC)C1=O)N1CCCC1` (configuration not stated)?
14-3-3g Raf: 7

What do the screens show for `Cn1cccc1Cc1nnc(SCC(=O)N2CCOCC2)n1CCc1ccccc1`?
14-3-3g Raf: -3

What do the screens show for `CN(C)c1ccc(C2/C(=C(\O)c3ccc(Cl)cc3)C(=O)C(=O)N2Cc2ccccc2)cc1` (configuration not stated)?
14-3-3g Raf: 7

Results for COc1ccc(NC(=O)CN(c2cc(C(F)(F)F)ccc2Cl)S(C)(=O)=O)c(OC)c1 ?
14-3-3g Raf: -10

What do the screens show for `Cc1cc(Cl)nc(Cl)c1C(=O)NC(=O)NCc1ccc(Cl)cc1`?
14-3-3g Raf: -8

Results for COC(=O)c1ccc(Nc2cc(C)nc3ncnn23)cc1 ?
14-3-3g Raf: -7

What do the screens show for `CCOc1ccc(OCC)c(S(=O)(=O)N2CCCCC2C)c1` (configuration not stated)?
14-3-3g Raf: -1

What do the screens show for `Nc1c(C(=O)C23CC4CC(CC(C4)C2)C3)sc2nc(-c3ccncc3)cc(C(F)(F)F)c12`?
14-3-3g Raf: -3

Results for Cc1ccc2c(c1)[nH]c1c(N3CCN(Cc4ccc5c(c4)OCO5)CC3)ncnc12 ?
14-3-3g Raf: -14

Results for O=C1CSC(c2ccc(Cl)cc2)N1c1ccccc1Cl (configuration not stated) ?
14-3-3g Raf: -2

Results for O=C(NCc1ccco1)C1CCN(S(=O)(=O)c2ccc(F)cc2)CC1 ?
14-3-3g Raf: 4

What do the screens show for `Cc1cccc2cc(COC(=O)C3CCCCC3)c(=O)[nH]c12`?
14-3-3g Raf: -9

What do the screens show for `Cc1cccc(Cn2c(CN3CCN(Cc4ccccc4)CC3)nc3c2c(=O)[nH]c(=O)n3C)c1`?
14-3-3g Raf: -15

Results for COc1cc(NC(=O)C2CCCCC2)c(OC)cc1NC(=O)c1ccco1 ?
14-3-3g Raf: -2

How did COc1ccc2c(c1)c(C)nc(=NC(N)=NC(=O)c1ccccc1)n2C(=O)c1ccccc1 do in these assays?
14-3-3g Raf: -4

What do the screens show for `C=C(C)c1cccc(C(C)(C)NC(=O)NCCc2ccc(F)cc2)c1`?
14-3-3g Raf: -5

What do the screens show for `c1ccc(-c2nnc(OCCN3CCOCC3)c3ccccc23)cc1`?
14-3-3g Raf: -3

What do the screens show for `O=C(Nn1cnnc1)c1cc2c(s1)CCCCC2`?
14-3-3g Raf: 0

How did S=C1NCCNC(=S)NCCOCCOCCOCCN1 do in these assays?
14-3-3g Raf: -2

What do the screens show for `CCN(CCCn1c(=S)[nH]c2c(sc3ccccc32)c1=O)c1cccc(C)c1`?
14-3-3g Raf: 0

What do the screens show for `COC(=O)c1ccc(C(=O)OC)c(NC(=O)COC(=O)C23CC4CC(CC(O)(C4)C2)C3)c1`?
14-3-3g Raf: -9

How did Cc1nn2c(nc1=O)SCC(c1ccccc1)=N2 do in these assays?
14-3-3g Raf: -12

How did CCOC(=O)c1[nH]nc(-c2c(O)cc(C)cc2O)c1-c1csc(C)n1 do in these assays?
14-3-3g Raf: -5

Results for Cc1ccc(N2COc3cc4c(cc3C2)OCO4)cc1Cl ?
14-3-3g Raf: -8

What do the screens show for `Cc1sc2ncn(CC(=O)N3CCN(Cc4ccc5c(c4)OCO5)CC3)c(=O)c2c1S(=O)(=O)N1CCCCC1`?
14-3-3g Raf: -19

What do the screens show for `COc1ccc(OC)c(-c2cc(C(=O)Nc3c(C)n(C)n(-c4ccccc4)c3=O)no2)c1`?
14-3-3g Raf: -7

What do the screens show for `C=CCN(c1ccccc1)S(=O)(=O)c1ccc(F)c(C(=O)NC2CCCC(C)C2C)c1` (configuration not stated)?
14-3-3g Raf: -2

What do the screens show for `O=[N+]([O-])c1ccc(Cl)c(S(=O)(=O)NCc2cccnc2)c1`?
14-3-3g Raf: 12

Compounds above with an aryl thioether with sulfur outside any ring, in the order listed:
What do the screens show for `O=c1cc(CSc2nc(NCCc3ccccc3)c3ccccc3n2)nc2ccccn12`?
14-3-3g Raf: 0

What do the screens show for `Cn1cccc1Cc1nnc(SCC(=O)N2CCOCC2)n1CCc1ccccc1`?
14-3-3g Raf: -3

(next part)
What do the screens show for `O=C1c2ccccc2NC2(C(=O)Nc3ccc(Br)cc32)N1c1ccccc1` (configuration not stated)?
14-3-3g Raf: -1

What do the screens show for `Cc1ccccc1Nc1c(-c2cccc(O)c2)nc2cccc(C)n12`?
14-3-3g Raf: -6

Results for O=C(c1cnc(N2CCN(c3ncccn3)CC2)c2ccccc12)N1CCN(c2ccccn2)CC1 ?
14-3-3g Raf: -8

What do the screens show for `COc1ccc(CNC(=O)c2ccc3c(=O)n(-c4ccc(OC)c(OC)c4)c(=S)[nH]c3c2)cc1`?
14-3-3g Raf: -48

How did c1ccc(C2COC(c3cccs3)=N2)cc1 (configuration not stated) do in these assays?
14-3-3g Raf: 2&-5

Results for Cn1c(Cn2c(=O)sc3ccccc32)nnc1SCC(=O)NCc1ccc2c(c1)OCO2 ?
14-3-3g Raf: 3

What do the screens show for `COc1ccc(C(=O)N2CCCN(C)CC2)cc1S(=O)(=O)N1CCCc2ccccc21`?
14-3-3g Raf: -5

Results for COCCCNC(=O)c1ccc(S(=O)(=O)c2cccc(Cl)c2)c([N+](=O)[O-])c1 ?
14-3-3g Raf: 2

Results for COc1cccc(C2=CC(c3ccccc3)n3ncnc3N2)c1 (configuration not stated) ?
14-3-3g Raf: -5

How did O=C(OCC(=O)N1CCCc2ccccc21)C1CCN(S(=O)(=O)c2cccs2)CC1 do in these assays?
14-3-3g Raf: 0

What do the screens show for `O=C(CSc1cn(Cc2ccccc2Cl)c2ccccc12)N1CCOCC1`?
14-3-3g Raf: 0

How did CC(C)C(=O)N1c2ccccc2NC2=C(C(=O)CC(C)(C)C2)C1c1ccc(C(C)(C)C)cc1 (configuration not stated) do in these assays?
14-3-3g Raf: 1

Results for O=C(O)c1c(F)c(F)c(F)c(F)c1-c1ccc(Cl)cc1 ?
14-3-3g Raf: 0

Results for CCCc1cc(-c2n[nH]c(C)c2-c2ccc(C(=O)OCC)o2)c(O)cc1O ?
14-3-3g Raf: 4&-18

How did O=C(CCN1C(=O)c2cccc([N+](=O)[O-])c2C1=O)Nc1ccccc1F do in these assays?
14-3-3g Raf: 7

How did CSc1ccccc1NC(=O)c1cc2nc(-c3ccc(F)cc3)cc(C(F)(F)F)n2n1 do in these assays?
14-3-3g Raf: -4

Results for COc1cc2c(cc1OC)C(COc1ccc3c(C)cc(=O)oc3c1)N(C(=O)C13CC4CC(CC(C4)C1)C3)CC2 (configuration not stated) ?
14-3-3g Raf: 0

What do the screens show for `CN(C)Cc1c(C#N)c2ccccc2n1C`?
14-3-3g Raf: 2

How did Cn1c(=O)c2c(nc(CN3CCN(C(=O)c4ccco4)CC3)n2Cc2cccc(Cl)c2)n(C)c1=O do in these assays?
14-3-3g Raf: 2

How did CCC(=O)N1CCc2cc(S(=O)(=O)CCC(=O)N3CCN(c4ccccn4)CC3)ccc21 do in these assays?
14-3-3g Raf: 14

Grouped by structure, the compounds so far with a thiophene ring, fused or not (six)
What do the screens show for `Nc1c(C(=O)C23CC4CC(CC(C4)C2)C3)sc2nc(-c3ccncc3)cc(C(F)(F)F)c12`?
14-3-3g Raf: -3

What do the screens show for `O=C(Nn1cnnc1)c1cc2c(s1)CCCCC2`?
14-3-3g Raf: 0

What do the screens show for `CCN(CCCn1c(=S)[nH]c2c(sc3ccccc32)c1=O)c1cccc(C)c1`?
14-3-3g Raf: 0

What do the screens show for `Cc1sc2ncn(CC(=O)N3CCN(Cc4ccc5c(c4)OCO5)CC3)c(=O)c2c1S(=O)(=O)N1CCCCC1`?
14-3-3g Raf: -19

How did c1ccc(C2COC(c3cccs3)=N2)cc1 (configuration not stated) do in these assays?
14-3-3g Raf: 2&-5

How did O=C(OCC(=O)N1CCCc2ccccc21)C1CCN(S(=O)(=O)c2cccs2)CC1 do in these assays?
14-3-3g Raf: 0

Continued:
How did Cc1ccc2[nH]c(=O)c(CN(CCN3CCOCC3)C(=O)Nc3ccccc3F)cc2c1 do in these assays?
14-3-3g Raf: 2

Results for CS(=O)(=O)N1CCC(C(=O)NCCC2=CCCCC2)CC1 ?
14-3-3g Raf: -9

How did O=C(NCc1ccc(F)cc1)c1cc(S(=O)(=O)N2CCOCC2)ccc1F do in these assays?
14-3-3g Raf: -3

Results for CCCCOc1cccc(N2C(=O)C=CC2=O)c1 ?
14-3-3g Raf: -5

How did CCOc1ccccc1-c1nc(-c2ccc(NC(=O)Cc3ccc(OC)cc3)cc2)no1 do in these assays?
14-3-3g Raf: -2

How did COc1ccc(OCC(=O)N2c3ccccc3CCc3ccccc32)cc1 do in these assays?
14-3-3g Raf: -7

How did COc1ccc(NC(=O)CSc2nccn2-c2ccc(Cl)cc2)c(OC)c1 do in these assays?
14-3-3g Raf: 16

Results for CN(C)c1ccc(/C=c2\sc3n(c2=O)CCCN=3)cc1 ?
14-3-3g Raf: -3

What do the screens show for `O=C(NCc1ccco1)c1ccccc1Nc1ccc(F)cc1`?
14-3-3g Raf: 2

How did CCn1c(N2CCCC2)nc2c1c(=O)n(C)c(=O)n2C do in these assays?
14-3-3g Raf: -2

How did COc1ccc(C2C(=O)N(C3CCCCCC3)CC(=O)N2CCc2ccc(Cl)cc2)cc1OC (configuration not stated) do in these assays?
14-3-3g Raf: 1

What do the screens show for `FC1(F)C2C3C=CC(O3)C2C1(F)F` (configuration not stated)?
14-3-3g Raf: -2

Results for O=C(O)CCCCCNCc1ccccc1 ?
14-3-3g Raf: 4

How did CCOc1ccccc1-n1c(C)ccc1-c1ccccc1 do in these assays?
14-3-3g Raf: -106

What do the screens show for `CCOc1ccc(Oc2cc(NC(=O)c3cnn4c3NC(c3cccs3)CC4C(F)(F)F)cc([N+](=O)[O-])c2)cc1` (configuration not stated)?
14-3-3g Raf: -4

What do the screens show for `FC(F)(F)c1cc(-c2ccc(Cl)cc2)nc(NCc2ccco2)n1`?
14-3-3g Raf: -5

What do the screens show for `COc1ccc2oc(=Nc3cccc4ccccc34)c(C(=O)NC(C)=O)cc2c1`?
14-3-3g Raf: 3

Results for CC(=O)Nc1c(OC(C)=O)ccc2c(C)cc(=O)oc12 ?
14-3-3g Raf: 6

Results for CCN1CCN(Cc2ccc(NC(=O)Nc3ccccc3OC)cc2)CC1 ?
14-3-3g Raf: -6

What do the screens show for `O=C(COc1ccc(-c2ccccc2)cc1)Nc1ccc(F)cc1`?
14-3-3g Raf: -3

Results for O=C(NC1=NCCS1)c1nc(-c2ccccc2)n(-c2ccccc2)n1 ?
14-3-3g Raf: 5

How did CCN(CC)C(=O)Cn1c(=O)n(-c2ccccc2)c(=O)n1CC(=O)N(CC)CC do in these assays?
14-3-3g Raf: 2

What do the screens show for `CC(C)(C)C(=O)Nc1c2c(nn1-c1ccc(F)cc1)CS(=O)(=O)C2`?
14-3-3g Raf: -2

Results for O=S(=O)(c1cccc(-c2cn3cc(Cl)ccc3n2)c1)N1CCOCC1 ?
14-3-3g Raf: -2

What do the screens show for `O=C(CN1C(=O)COc2ccccc21)NCc1ccc2c(c1)OCO2`?
14-3-3g Raf: -12

How did O/N=C/CCn1c(=S)sc2ccccc21 do in these assays?
14-3-3g Raf: -1
